# From PubChem BioAssay
# TRb-SRC2 inh: qHTS for Inhibitors of the Interaction of Thyroid Hormone Receptor and Steroid Receptor Coregulator 2. Thyroid hormone receptor beta (Homo sapiens), P10828. TRbeta-SRC2 peptide binding, fluorescence polarization; receptor liganded with 1 µM T3. Potency, µM (doses to about 106 µM), without a hit: top-dose activity change, negative = inhibition, actives largely listed as inhibitors. actives 0.065% (n = 280,000); active = well fitted inhibition curve with a large enough effect; inconclusive = small, poorly fitted or top-dose-only effect, or effect the other way;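 also: plate controls were bound peptide for no effect and peptide without receptor for full effect; nearly all actives have a fitted effect of over 50% in size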
# Target sequence (P10828 whole entry, looked up): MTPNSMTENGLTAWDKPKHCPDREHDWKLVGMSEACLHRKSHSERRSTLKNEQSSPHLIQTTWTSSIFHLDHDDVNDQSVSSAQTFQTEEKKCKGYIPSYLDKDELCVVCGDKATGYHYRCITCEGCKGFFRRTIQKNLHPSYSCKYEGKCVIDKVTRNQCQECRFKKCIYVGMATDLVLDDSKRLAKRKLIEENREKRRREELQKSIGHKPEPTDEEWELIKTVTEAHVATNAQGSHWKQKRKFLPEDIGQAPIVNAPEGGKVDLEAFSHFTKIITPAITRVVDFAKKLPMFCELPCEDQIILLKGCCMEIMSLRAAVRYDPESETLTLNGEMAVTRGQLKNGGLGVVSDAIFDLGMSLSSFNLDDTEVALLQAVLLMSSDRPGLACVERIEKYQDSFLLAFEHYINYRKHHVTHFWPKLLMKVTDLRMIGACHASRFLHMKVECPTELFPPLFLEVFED
#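 Assay buffer: 20 mM Tris-HCl, 100 mM NaCl, 10% glycerol, 1 mM EDTA, 0.01% NP-40, 1 mM DTT, 1 uM T3, 5% DMSO; TRb LBD 0.6 uM, Texas Red SRC2 20 nM; FP after 5 hr.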
# TR SRC2 fluor cs: Total Fluorescence Counterscreen for Inhibitors of the Interaction of Thyroid Hormone Receptor and Steroid Receptor Coregulator 2; TRb/SRC2 Texas Red total fluorescence interference; Potency, µM (top dose mostly 106 µM), without a hit: top-dose fluorescence change, negative = quenching; actives 0.29% (n = 280,000); AID 1479, 2009; active = well fitted curve in either direction with a large enough effect; inconclusive = small, poorly fitted or top-dose-only effect
#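 Flags fluorescent or light-absorbing compounds by total fluorescence, S + 2P, at 555 nm excitation and 632 nm emission. Mixture: 20 nM Texas Red SRC2 peptide, 0.6 uM human TRb LBD, 1 uM T3, 5% DMSO; compound exposure 5 h at ambient temperature.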
# LMNA splice mod: qHTS Assay for Modulators of Lamin A Splicing | AID 1487, 2009 | HeLa LMNA splicing GFP/RFP minigene ratio, 48 h | Potency, µM (highest dose often 46.1 µM), without a hit: at the highest dose ratio change, negative = inhibition, usual class: inhibitors | actives 0.01% (n = 200,000); active = well fitted inhibition curve with a large enough effect in the signal ratio, with a control signal flat, not every such curve was filed as active; inconclusive = small, poorly fitted or top-dose-only effect, or effect the other way, or a change in a side signal; the % refers to the signal ratio
#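 S3 HeLa stable clones carrying a lamin A-EGFP splicing minigene plus DsRed2 were seeded at 600 cells/well in Opti-MEM with 2% FBS, pin-dosed and incubated 48 h at 37°C. Acumen cytometry (488 nm) gave the GFP/RFP total-intensity ratio.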
# An asterisk follows results filed as active; u = inconclusive; [ ] = another dose, or the depositor's remark. Unless noted, % is scaled to controls: 0 for no effect and ±100 for the full control effect; potency is read from the fitted curve at half-maximal effect.
no. | molecule | TRb-SRC2 inh | TR SRC2 fluor cs | LMNA splice mod
1 | COc1ccccc1CNC(=O)c1cc2cc(C)ccc2n1C | -3.5% | 4.7% | u
2 | Cc1ccc(-c2c(C(=O)Nc3ccccc3F)oc(=O)c3ccccc23)cc1 | 9.4% | -0.9% | -20.3%[46 µM]
3 | CCOc1ccc(CNS(=O)(=O)c2ccc(-c3coc(C)n3)cc2)cc1OC | -0.7% | -1.2% | 2.8%[46 µM]
4 | Cc1nc(-c2ccc(F)cc2)sc1CCNC(=O)C(=O)Nc1ccc2c(c1)OCO2 | 0.2% | 0.3% | 1.8%[46 µM]
5 | O=C(OCc1cc(=O)n2nc(-c3cccs3)sc2n1)c1ccc(Cl)cc1 | -1.6% | -3.0% | 9.4%[46 µM]
6 | COc1ccccc1NC(=O)c1sc2ncn(Cc3ccccc3Cl)c(=O)c2c1C | 16.5% | u | u
7 | CCOc1ccc(N2CC(NC(=O)c3ccc(Cl)cc3)CC2=O)cc1 (stereo unspecified) | 1.2% | 0.9% | u
8 | COc1ccc(C)cc1NC(=O)C1COc2ccccc2C1 (stereo unspecified) | 8.1% | -0.1% | -2.1%[46 µM]
9 | CCOC(=O)c1nc(NCc2ccc(Cl)cc2)c2c(C)noc2n1 | -2.4% | -0.4% | -0.3%[46 µM]
10 | CN(CC(=O)NCc1ccc(Cl)cc1)S(=O)(=O)c1ccc2[nH]c3c(c2c1)CCCC3 | 2.4% | 1.6% | u
11 | NS(=O)(=O)c1ccc(NC(=O)c2csnn2)cc1 | 0.9% | -10.4% | u
12 | COc1ccc(OCC(=O)Nc2nc(-c3ccc(Br)cc3)ns2)cc1 | -4.2% | 3.6% | -9.0%[46 µM]
13 | COc1ccc(Cl)cc1C(=O)NCC(c1ccc(N(C)C)cc1)N1CCOCC1 (stereo unspecified) | 4.2% | -1.4% | u
14 | CCc1ccc(-n2c(SCc3cccc(F)c3)nc3[nH]ncc3c2=O)cc1 | -0.4% | -12.0% | u
15 | Cc1ccc(-c2nc3scc(CCNS(=O)(=O)c4ccc(F)c(C)c4)n3n2)cc1 | -0.2% | -1.1% | 11.2%[46 µM]
16 | CCN(CC)C(=O)C1CCCN(c2ncnc3c2c(-c2ccccc2)cn3-c2cccc(C)c2)C1 (stereo unspecified) | 6.4% | -0.8% | u
17 | Cc1ccc(NC(=O)Cn2nnc(C(=O)NCc3cccs3)c2N)cc1Cl | -1.4% | -0.7% | 23.2%[46 µM]
18 | COc1ccc(NC(=O)c2cnc(N3CCOCC3)c3ccccc23)cc1OC | -3.7% | 4.0% | -0.3%[46 µM]
19 | Cc1cccc(S(=O)(=O)c2cn(C)c3cc(N4CCC(C)CC4)c(F)cc3c2=O)c1 | 0.3% | 1.0% | -13.4%[46 µM]
20 | Cc1ccc(-n2ncc3c(Nc4ccc5c(c4)OCCO5)ncnc32)cc1C | 6.8% | -2.2% | 0.7%[46 µM]
21 | Cc1c(C(=O)NC(C)c2ccccc2)sc2nc3n(c(=O)c12)CCCC3 (stereo unspecified) | -1.2% | 0.4% | -15.5%[46 µM]
22 | CC(=O)c1cc(-c2ccc(F)cc2)n(CCC(=O)NCc2ccc(C)cc2)c1C | 1.6% | -3.5% | -11.4%[46 µM]
23 | O=C(NCCOCCO)C(=O)Nc1c2c(nn1-c1ccc(F)cc1)CSC2 | -5.9% | -0.2% | 15.8%[46 µM]
24 | Cc1ccc(C)c(Nc2ncnc3onc(C)c23)c1 | 4.6% | -0.6% | 13.8%[46 µM]
25 | Cc1ccc(-c2nc3cccnc3s2)cc1NC(=O)C(C)C | 4.4% | 5.9% | -7.1%[46 µM]
26 | CCOc1ccc(CCNC(=O)c2c(C)oc3ncn(CC(C)C)c(=O)c23)cc1OCC | -0.4% | 4.3% | 3.5%[46 µM]
27 | COc1ccc(Cn2c(CO)cnc2SCC(=O)Nc2ccc3c(c2)OCCO3)cc1 | 2.3% | -3.5% | u
28 | Cc1cc2oc(C(=O)Nc3cccc(-c4nc5ccccc5o4)c3)c(C)c2cc1C | u | u | 1.7%[46 µM]
29 | Cc1oc2ncn(CC(C)C)c(=O)c2c1C(=O)N1CCN(c2ccc(F)cc2)CC1 | 2.8% | -2.8% | 1.7%[46 µM]
30 | COc1cc(NC(=O)Cn2c(=O)cc(C)c3c(C)nn(-c4ccc(C)cc4)c32)cc(OC)c1 | 2.2% | -4.4% | 3.0%[46 µM]

# New compounds follow
entry | canonical_smiles | TRb-SRC2 inh | TR SRC2 fluor cs | LMNA splice mod
31 | COc1ccc(-c2cn3nc(N4CCCC(C(=O)Nc5cc(C)cc(C)c5)C4)sc3n2)cc1 (stereo unspecified) | 3.4% | -1.3% | 6.7%[46 µM]
32 | Cc1c(Cl)cccc1-n1nc(C)c2c(C(=O)NCc3ccccc3)cc(C3CC3)nc21 | 7.2% | 3.3% | -13.1%[46 µM]
33 | Cc1cc(C(=O)Nc2c(C)nc3ccccn3c2=O)ccc1[N+](=O)[O-] | 0.3% | -2.0% | u
34 | CCCCc1ccc(Nc2ncnc3c2cnn3-c2ccc(C)cc2)cc1 | 6.0% | 0.5% | -13.6%[46 µM]
35 | COc1ccc(CNC(=O)Cn2c(=O)c3cccn3c3ccccc32)cc1 | 3.3% | -24.2% | u
36 | CC(C)c1ccc(S(=O)(=O)c2cnc(SCC(=O)Nc3ccc(F)cc3F)nc2N)cc1 | 10.0% | 6.9% | 6.5%[46 µM]
37 | COc1cc2c(cc1OC)C(COc1ccc(F)cc1)N(C(=O)c1ccc(S(=O)(=O)N3CCCC3)cc1)CC2 (stereo unspecified) | -3.8% | 0.6% | -12.5%[46 µM]
38 | CCC1CCCCN1C(=O)CSc1nc2c([nH]c3ccccc32)c(=O)n1-c1cccc(OC)c1 (stereo unspecified) | 6.3% | -6.4% | u
39 | O=C(CC1N=C2c3ccccc3N=C(SCC(=O)Nc3ccc(F)cc3)N2C1=O)NCc1ccco1 (stereo unspecified) | 4.8% | -2.4% | u
40 | O=C(Nc1ccc2nc(SCC(=O)N3CCOCC3)sc2c1)c1ccccc1Cl | -0.2% | -7.0% | -4.5%[46 µM]
41 | CCN1CCN(c2ncc3c(n2)CC(c2ccccc2O)CC3=O)CC1 (stereo unspecified) | 4.1% | -2.6% | -2.5%[46 µM]
42 | COc1ccc(CNC(=O)CN2CCSc3ccccc32)c(OC)c1 | -3.2% | u | -13.3%[46 µM]
43 | COc1ccc(NC(=O)C2=C(C)Nc3ncnn3C2c2ccccn2)cc1 (stereo unspecified) | -1.0% | -30.6% | 5.5%[46 µM]
44 | Cc1cc2n(n1)CCCN2C(=O)Nc1ccccc1F | 6.9% | -29.5% | 11.4%[46 µM]
45 | Oc1c(C(c2ccccc2)N2CCC3(CC2)OCCO3)sc2nc(-c3ccco3)nn12 (stereo unspecified) | -10.6% | -0.7% | u
46 | Cc1ccc(NC(=O)CN2C(=O)c3cccnc3Sc3ccccc32)cc1C | 1.4% | -2.4% | -0.4%[46 µM]
47 | Cc1cc2c(cc1S(=O)(=O)CCC(=O)N1CCCC(C)C1)OCC(=O)N2 (stereo unspecified) | 5.3% | 8.0% | u
48 | Cc1cc(F)ccc1NC(=O)CS(=O)(=O)c1cccc2nsnc12 | 1.6% | -3.8% | u
49 | CCC1Oc2ccc(Cl)cc2N(CC(=O)NCCc2ccc(Cl)cc2)C1=O (stereo unspecified) | -6.6% | -1.0% | -12.8%[46 µM]
50 | CCOC(=O)c1ccc(CN(Cc2ccc(Cl)cc2Cl)S(=O)(=O)c2ccc(F)c(C)c2)cc1 | 3.3% | 0.5% | 12.4%[46 µM]
51 | CC(C)CC(=O)Nc1ccc(C(=O)OCc2cc(=O)n3nc(C4CCCCC4)sc3n2)cc1 | 6.7% | -0.7% | -7.2%[46 µM]
52 | Cc1cccc(C(=O)NCC(c2ccc3c(c2)OCO3)N2CCN(c3ccccc3F)CC2)c1 (stereo unspecified) | 2.8% | -5.1% | u
53 | CCc1ccc(Sc2cc(C(=O)NCCCOC(C)C)c3ccccc3n2)cc1 | 0.1% | -4.0% | u
54 | CCOC(=O)c1c(C)[nH]c(CCC(=O)Nc2c(Cl)cc(OC)cc2OC)c1C | -1.4% | -2.1% | u
55 | COc1ccccc1NC(=O)Cn1cc(C(=O)c2ccncc2)c(=O)c2cc(C)ccc21 | 1.7% | u | u
56 | COc1cccc(C(=O)Nc2ccc(C(=O)OCc3cc(=O)n4cc(C)sc4n3)cc2)c1 | 4.2% | -3.7% | 5.3%[46 µM]
57 | COc1ccc(CNC(=O)CCC2N=C3c4ccccc4N=C(SCc4ccc(F)cc4)N3C2=O)cc1 (stereo unspecified) | 3.7% | 0.9% | 10.6%[46 µM]
58 | COc1ccc(OC)c(CNC(=O)CCS(=O)(=O)c2ccc3c(c2)oc(=O)n3C)c1 | -8.5% | -4.3% | 3.6%[46 µM]
59 | COc1ccc(CNC(=O)CCCc2cn(C)c3ccccc23)c(OC)c1 | -6.7% | -0.9% | -15.9%[46 µM]
60 | CCOC(=O)c1cccc(NC(=O)NCc2ccc3c(c2)CCN3C(=O)CC)c1 | 6.2% | -4.9% | 22.0%[46 µM]

# Reprinted from the results shown for reference:
entry | canonical_smiles | TRb-SRC2 inh | TR SRC2 fluor cs | LMNA splice mod
44 | Cc1cc2n(n1)CCCN2C(=O)Nc1ccccc1F | 6.9% | -29.5% | 11.4%[46 µM]
45 | Oc1c(C(c2ccccc2)N2CCC3(CC2)OCCO3)sc2nc(-c3ccco3)nn12 (stereo unspecified) | -10.6% | -0.7% | u
46 | Cc1ccc(NC(=O)CN2C(=O)c3cccnc3Sc3ccccc32)cc1C | 1.4% | -2.4% | -0.4%[46 µM]
47 | Cc1cc2c(cc1S(=O)(=O)CCC(=O)N1CCCC(C)C1)OCC(=O)N2 (stereo unspecified) | 5.3% | 8.0% | u
48 | Cc1cc(F)ccc1NC(=O)CS(=O)(=O)c1cccc2nsnc12 | 1.6% | -3.8% | u
49 | CCC1Oc2ccc(Cl)cc2N(CC(=O)NCCc2ccc(Cl)cc2)C1=O (stereo unspecified) | -6.6% | -1.0% | -12.8%[46 µM]
50 | CCOC(=O)c1ccc(CN(Cc2ccc(Cl)cc2Cl)S(=O)(=O)c2ccc(F)c(C)c2)cc1 | 3.3% | 0.5% | 12.4%[46 µM]
51 | CC(C)CC(=O)Nc1ccc(C(=O)OCc2cc(=O)n3nc(C4CCCCC4)sc3n2)cc1 | 6.7% | -0.7% | -7.2%[46 µM]
52 | Cc1cccc(C(=O)NCC(c2ccc3c(c2)OCO3)N2CCN(c3ccccc3F)CC2)c1 (stereo unspecified) | 2.8% | -5.1% | u
53 | CCc1ccc(Sc2cc(C(=O)NCCCOC(C)C)c3ccccc3n2)cc1 | 0.1% | -4.0% | u
54 | CCOC(=O)c1c(C)[nH]c(CCC(=O)Nc2c(Cl)cc(OC)cc2OC)c1C | -1.4% | -2.1% | u
55 | COc1ccccc1NC(=O)Cn1cc(C(=O)c2ccncc2)c(=O)c2cc(C)ccc21 | 1.7% | u | u
56 | COc1cccc(C(=O)Nc2ccc(C(=O)OCc3cc(=O)n4cc(C)sc4n3)cc2)c1 | 4.2% | -3.7% | 5.3%[46 µM]
57 | COc1ccc(CNC(=O)CCC2N=C3c4ccccc4N=C(SCc4ccc(F)cc4)N3C2=O)cc1 (stereo unspecified) | 3.7% | 0.9% | 10.6%[46 µM]

# Continuation.
entry | canonical_smiles | TRb-SRC2 inh | TR SRC2 fluor cs | LMNA splice mod
61 | COc1ccc(C)cc1NC(=O)C(=O)NCCc1csc(-c2ccc(C)cc2)n1 | 2.9% | -1.1% | 15.3%[46 µM]
62 | O=C(Nc1cccc(Cl)c1)c1ccc2nc(Cc3ccccc3)oc2c1 | 10.5% | 0.2% | u
63 | O=C(CN1C(=O)C2(SCC(=O)N2c2ccc(F)c(F)c2)c2ccccc21)Nc1cccc(Cl)c1 (stereo unspecified) | 0.0% | -1.2% | -21.8%[46 µM]
64 | CCc1ccc(NC(=O)c2ccc(F)c(S(=O)(=O)N3CCN(c4cc(C)ccc4C)CC3)c2)cc1 | 5.6% | -1.4% | -1.1%[46 µM]
65 | CC(CNC(=O)c1nnc(Cc2ccc(F)cc2)o1)c1ccccc1 (stereo unspecified) | -14.0% | u | 6.7%[46 µM]
66 | Cc1nn2c(=O)cc(COC(=O)c3ccccc3NC(=O)c3ccccc3C)nc2s1 | -6.0% | -0.3% | -6.6%[46 µM]
67 | CCCCOc1ccc(CNC(=O)c2cnc3sc(N4CCOCC4)nn3c2=O)cc1 | 4.1% | 1.2% | u

# Some of the compounds tested; count on the stated rates, not on these rows.
